# High-throughput results as filed in PubChem BioAssay.
# Nrf2 block: Nrf2 qHTS screen for inhibitors. A549 ARE-Fluc reporter, luciferase luminescence, 18-24 h. Potency, µM (series often up to 46 µM), for the others: at the highest dose activity change, negative = inhibition, most hits filed as inhibitors. 2.1% of 360,000 active; also: potency is read from the fitted curve at half-maximal effect; % is scaled to controls: 0 for no effect and ±100 for the full control effect; nearly all actives have a fitted effect of over 60% in size
#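 In this cell-based qHTS, ARE-driven firefly luciferase in A549 cells reports Nrf2 activity; the luminescent signal after BugLite lysis is the measured value, with a prior CellTiter-Fluor read for cell health.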
# A549 viability: Nrf2 qHTS screen for inhibitors: counterscreen for cytotoxicity; A549 ARE-Fluc cells, CellTiter-Fluor viability, 18-24 h; Potency, µM (doses to about 46 µM), without a hit: at the top dose activity change, negative = cytotoxicity, hits mostly inhibitors; 0.16% of 390,000 active; AID 504648, 2011; also: potency is read from the fitted curve at half-maximal effect; % is scaled to controls: 0 for no effect and ±100 for the full control effect
#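 Cytotoxicity counterscreen: CellTiter-Fluor fluorescence was measured in A549 ARE_Fluc cells after 18-24 h of compound exposure in a concentration series. The subsequent BugLite luminescent read reports ARE-luciferase activity.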
# Nrf2 activator: qHTS of Nrf2 Activators | Potency, µM (titrated, usually from 46.1 µM), without a hit: at the highest dose activation, actives largely listed as activators | AID 624171, 2012 | AREc32 ARE-luciferase reporter (MCF7-derived line), luminescence, 24 h | 0.31% of 410,000 active; also: potency is read from the fitted curve at half-maximal effect; % of control where 0% means no effect; nearly all actives have a fitted effect of over 65% in size
#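 Steps: seed AREc32_Fluc cells (1000/well, 5% FBS OPTI-MEM); incubate overnight at 37 deg C; add 23 nL compound; incubate 24 hr; add Steady-Glo; hold 30 min RT; read luminescence.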
# Abeta rescue: qHTS for compounds that reverse cellular toxicity of Amyloid beta (A-beta) peptide in yeast: Primary Screen; AID 1347071, 2019; 0.063% of 410,000 active; Potency, µM (top dose mostly 46.1 µM), inactives show at the highest dose growth rescue, actives largely listed as activators; yeast expressing A-beta42, growth rescue, OD600, 48 h; response scale: 0% DMSO, 100% iron-clioquinol control; also: potency is read from the fitted curve at half-maximal effect; nearly all actives have a fitted effect of over 55% in size
#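 Growth rescue measured by 600 nm absorbance after 48 h yeast culture at 30 C with compound. Values normalized between DMSO and an equimolar ferric chloride plus clioquinol control.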
# pAkt inh: HTS Assay for Inhibitors of Akt Phophorylation: Primary Screen; AID 651550, 2012; 0.32% of 360,000 active; Neuro2A IGF-stimulated pAkt S473 HTRF, 20 min; active compounds read low; activity change, % for hits at 50 µM; in the data active = activity change below about -80%; inconclusive = mostly about -51% to -80%; also: % is scaled to controls: 0 for no effect and ±100 for the full control effect
#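 Neuro2A cells (4,500/well, DMEM with 0.5% FBS) were treated with compound at a single 50 µM final concentration, stimulated with 6 nM IGF for 20 min at 37 °C, and lysed. Phospho-Akt Ser473 was read by HTRF as 665/615 ratio ×10^4.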
# HepG2 tox: qHTS for Inhibitors of TGF-b: Cytotox Counterscreen. HepG2 CAGA-GFP viability, ATP luminescence, 18 h. Potency, µM (top dose mostly 46.1 µM), for inactives: at the top dose activity change, negative = cytotoxicity, hits mostly cytotoxic. 0.76% of 410,000 active. AID 588856, 2011; also: potency is read from the fitted curve at half-maximal effect; some results filed as inactive show a strong effect at the top dose
#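 CellTiter-Glo luminescence gave cytotoxicity after 18 hours at 37 degrees C. The cells were HepG2 CAGA-GFP in 1% FBS DMEM, stimulated with 500 pg/mL TGF-beta after compound addition. %Activity was normalised to no-cell wells (complete cell-killing) and DMSO (no toxicity), and curves were fitted and classified.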
# CCT chaperon mod: High-Throughput Screening for Modulators of Cytosolic Chaperonin Activity; purified chaperonin ATPase assay, HTRF ADP detection, 30 min; activity change, % (concentration not given with the values), hits read low; 0.3% of 360,000 active; in the data active = activity change below about -30%; also: % is scaled to controls: 0 for no effect and ±100 for the full control effect
#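 TRiC (40 or 20 nM final, by batch activity) in 30 mM Tris pH 7.4, 100 mM KCl, 5 mM MgCl2, 1 mM DTT was treated with compound at 76 uM single dose, then 10 uM ATP, 30 min at 37 °C. ADP was read by HTRF Transcreener.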
# TGFb inhibitor: qHTS for Inhibitors of TGF-b. Potency, µM (series often up to 46.1 µM), for inactives: at the highest dose activity, negative = inhibition, actives largely listed as inhibitors. 1.2% of 410,000 active. HepG2 CAGA-GFP TGF-b/SMAD3 reporter, GFP fluorescence, 18 h; TGF-beta stimulated, 500 pg/mL final; also: potency is read from the fitted curve at half-maximal effect; % is scaled to controls: 0 for no effect and ±100 for the full control effect; nearly all actives have a fitted effect of over 65% in size
#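 GFP signal (ex488/em500-530) from TGF-beta-stimulated HEPG2 CAGA-GFP cells, 500 pg/mL final, 18 h at 37 degrees C in DMEM plus 1% FBS, normalized to unstimulated and DMSO-stimulated controls.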
# Mm-Cpn inhibitor: Inhibitors of TCP-1 ring complex (TRiC) of Methanococcus maripaludis (MmCpn): qHTS; 0.031% of 330,000 active; purified Mm-Cpn ATPase, ADP Transcreener TR-FRET; Chaperonin Mm-Cpn (Methanococcus maripaludis); Potency, µM (doses to about 76.9 µM), inactives show top-dose activity, negative = inhibition, most hits filed as inhibitors; also: potency is read from the fitted curve at half-maximal effect; % is scaled to controls: 0 for no effect and ±100 for the full control effect; nearly all actives have a fitted effect of over 80% in size
#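 Inhibition of chaperonin ATP hydrolysis is measured as reduced ADP production, detected by competitive TR-FRET in which signal falls with ADP. Final enzyme 25 nM and ATP 10 uM, reacted 30 min at 37°C.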
# Active calls of the source: *; i = inactive; ? = inconclusive; nt = not tested or not shown; [ ] = dose if it differs, or a comment. Unless noted, calls follow the shape of the dose curve; as a rule, active = well fitted curve in the direction sought with a large enough effect; inconclusive = small, poorly fitted or top-dose-only effect, or another doubt; inactive = no such curve, though single readings can be large; an effect the other way counts as inactive or inconclusive.
SMILES,Nrf2 block,A549 viability,Nrf2 activator,Abeta rescue,pAkt inh,HepG2 tox,CCT chaperon mod,TGFb inhibitor,Mm-Cpn inhibitor
Cn1c(CNC(=O)OC(C)(C)C)nnc1SCC(=O)N1CCOCC1,-25%,0%,1.0%,-8%,i,-1%,1.7,-6%,1%
Cn1c(SCC(=O)Nc2sccc2C(N)=O)nnc1-c1ccncc1,-5%,3%,-1.1%,-3%,i,7%,1.0,-1%,0%
COc1ccc(-c2csc(NC(=S)NC(=O)/C=C/c3ccc(C(C)C)cc3)n2)cc1OC,-7%,-3%,-0.7%,3%,i,1%,-0.3,-6%,-3%
CCC(C)NC(=O)c1ccc(N2CCC3(CC2)OCCO3)c([N+](=O)[O-])c1 (centres undefined),11%,-13%,0.3%,-10%,i,6%,-4.9,0%,-1%
Cc1ccc(CNC(=O)c2cc3c(s2)-c2ccc(Cl)cc2SC3)cc1,?,2%,-0.1%,-4%,nt,0%,nt,-4%,nt
Cc1ccccc1NC(=O)CC(NCc1cccnc1)C(=O)O (centres undefined),11%,5%,-0.3%,-8%,nt,1%,nt,-16%,nt
N#C/C(Cn1c[n+](NC(=O)Nc2ccccc2)cn1)=N/O,-2%,-9%,0.0%,-2%,i,8%,-0.7,14%,0%
CC1CN(CC(O)COc2ccccc2C(C)(C)C)CC(C)O1 (centres undefined),-19%,-8%,-0.6%,24%,i,-26%,-1.3,-10%,-3%
O=C(NNS(=O)(=O)c1ccccc1C(F)(F)F)c1cccc(S(=O)(=O)Nc2ccccc2Cl)c1,-18%,-4%,-0.5%,0%,i,1%,-0.5,-4%,1%
COc1ccc(NC(=O)c2cn(C)c(=O)c3cc(OC)c(OC)cc23)cc1OC,-22%,0%,1.4%,10%,i,-133%,0.5,2%,1%
O=C(NCCCn1ccnc1)c1nc(Cn2ccc([N+](=O)[O-])n2)no1,-2%,3%,-0.7%,-18%,i,2%,-3.2,-1%,-3%
COc1ccc(OC)c(NC(=O)c2ccc(NS(C)(=O)=O)cc2)c1,-12%,-14%,-0.2%,1%,i,1%,-1.7,6%,0%
N/C(COc1ncn(-c2ccccc2)n1)=N\S(=O)(=O)c1ccccc1,-8%,2%,-0.6%,-25%,i,-5%,1.3,-7%,-2%
COC(=O)c1ccccc1NC(=O)N1CCC(n2c(C)nc3cccnc32)CC1,nt,4%,3.5%,-9%,nt,-23%,nt,-8%,nt
CCN1c2ccccc2NC2N=C(OC)C(c3ccccc3)C21 (centres undefined),?,21µM*,0.3%,2%,i,11µM*,-4.6,13µM*,0%

# 5 entries from above, arranged by molar mass, rising:
SMILES,Nrf2 block,A549 viability,Nrf2 activator,Abeta rescue,pAkt inh,HepG2 tox,CCT chaperon mod,TGFb inhibitor,Mm-Cpn inhibitor
Cn1c(CNC(=O)OC(C)(C)C)nnc1SCC(=O)N1CCOCC1,-25%,0%,1.0%,-8%,i,-1%,1.7,-6%,1%
Cn1c(SCC(=O)Nc2sccc2C(N)=O)nnc1-c1ccncc1,-5%,3%,-1.1%,-3%,i,7%,1.0,-1%,0%
Cc1ccc(CNC(=O)c2cc3c(s2)-c2ccc(Cl)cc2SC3)cc1,?,2%,-0.1%,-4%,nt,0%,nt,-4%,nt
COC(=O)c1ccccc1NC(=O)N1CCC(n2c(C)nc3cccnc32)CC1,nt,4%,3.5%,-9%,nt,-23%,nt,-8%,nt
COc1ccc(NC(=O)c2cn(C)c(=O)c3cc(OC)c(OC)cc23)cc1OC,-22%,0%,1.4%,10%,i,-133%,0.5,2%,1%

# (further entries)
SMILES,Nrf2 block,A549 viability,Nrf2 activator,Abeta rescue,pAkt inh,HepG2 tox,CCT chaperon mod,TGFb inhibitor,Mm-Cpn inhibitor
O=C(NCCn1cc(SCc2ccc(Cl)cc2)c2ccccc21)c1cccs1,?,-19%,0.0%,-2%,nt,-29%,nt,?,nt
COc1cccc(C2C(C(=O)c3ccc(C)o3)=C(O)C(=O)N2CCN2CCOCC2)c1 (centres undefined),12%,-10%,-0.2%,0%,i,14%,-0.1,0%,-2%
NC(=O)c1nn(-c2ccccc2)nc1NC(=O)CN1CCCCC1,16%,-3%,-0.1%,8%,i,9%,0.5,-16%,0%
Cc1cc(C)n(CCCNC(=O)Cn2nnnc2CN2C[C@@H](C)O[C@@H](C)C2)n1,15%,0%,0.0%,4%,i,-15%,-0.7,5%,1%
CC1Cc2ccccc2N1C(=O)c1ccc2c(c1)OCO2 (centres undefined),7%,-4%,-0.6%,-6%,i,5%,2.0,16%,nt
COc1ccc2c(c1)-c1nc(/N=C/c3cccc(OC)c3O)sc1CC2,0%,2%,4.7%,-31%[inhibitor],i,-24%,-1.0,-20%,?
CCNC(=O)c1ccc(NS(=O)(=O)c2ccc3[nH]c(=O)[nH]c3c2)cc1,2%,3%,0.3%,0%,i,-9%,0.9,-14%,-3%
Cc1cccc(N2CCN(C(=O)c3cc(COc4ccc(F)c(F)c4)on3)CC2)n1,22%,4%,0.1%,9%,i,-2%,-0.6,10%,1%
CCN(CC(=O)NCc1cccs1)S(=O)(=O)c1cc(NC(C)=O)ccc1OC,0%,18%,-0.9%,-10%,i,-52%,0.6,-1%,0%
NC(=O)c1nsc(C(=O)N(c2ccccc2F)C(C(=O)NCc2ccc(F)cc2)c2ccc(O)cc2)c1N (centres undefined),?,?,5.2%,3%,i,-13%,-1.2,?,-9%
Cc1ccc(C)c(N2CCN(CC3CCCCC3)CC2)c1,7%,-3%,0.0%,11%,i,-2%,-1.0,-9%,-18%
CCC(C)N1C(=O)CCC1C(=O)NCc1ccc2c(c1)OCO2 (centres undefined),?,-8%,-0.6%,-16%,i,-2%,-1.7,0%,-1%
FC(F)(F)c1ccccc1Cc1c(-c2ccccc2)nc2ccc(Cl)cn12,nt,nt,4.4%,5%,i,-23%,0.7,16µM*,nt
COc1ccc(NC(=O)CN2CCC(C(=O)c3ccc(F)cc3)CC2)c(OC)c1,-16%,2%,-0.5%,-17%,i,-8%,-2.1,-25%,-4%
COc1ccc(/C=C/C(=O)Nc2cccc(N3CCOCC3)c2)cc1OC,-5%,-3%,0.6%,5%,i,4%,0.7,2%,-3%
O=C(CCc1nc2ccccc2c(=O)[nH]1)Nc1cc(Cl)ccc1N1CCCC1,-5%,4%,0.3%,0%,i,-2%,2.0,-2%,-4%
COc1ccccc1C(=O)N1CCC(c2c[nH]c3ccccc23)(c2c[nH]c3ccccc23)CC1,-18%,1%,6.8%,-15%,nt,6%,nt,?,nt
Cc1ccc(S(=O)(=O)NC(c2ccccc2)C(C)C(=O)n2nc(C)cc2C)cc1 (centres undefined),nt,7%,-0.4%,-12%,i,2%,-6.5,29%,0%
Cn1c(=O)c([N+](=O)[O-])c(NCCCn2ccnc2)c2ccccc21,9%,-5%,3.6%,1%,i,-24%,-5.7,-19%,0%
COc1cc(C(=O)Nc2cccc(-c3nnc(-c4ccco4)o3)c2)ccc1OC(C)=O,?,1%,3.2%,16%,i,2%,0.4,2%,3%
COc1cc(NC(=O)CSc2nc(-c3ccco3)cc(C(F)(F)F)n2)cc(OC)c1OC,9.2µM*,-14%,-0.1%,-6%,nt,2%,nt,?,nt
CCn1c(=O)c2ccccc2n(CC(=O)NCCC2=CCCCC2)c1=O,7%,11%,0.0%,-9%,i,6%,-2.0,2%,-3%
CCOc1ccc(N2C(=O)C3C(C2=O)C3(c2ccccc2)c2ccccc2)cc1 (centres undefined),?,13%,-0.3%,0%,i,15%,-8.2,?,-4%
CC(C)CNC(=O)C1CCCN(S(=O)(=O)c2ccc(-n3cnnn3)cc2)C1 (centres undefined),20%,0%,0.3%,7%,i,4%,1.2,-9%,2%
O=C(NCc1ccco1)C(c1ccco1)N(Cc1cccs1)C(=O)Cn1nnc2ccccc21 (centres undefined),11%,10%,-0.7%,10%,i,-4%,0.5,?,2%
CC1CCc2sc(C(=O)N/N=C/c3ccc(O)cc3)cc2C1 (centres undefined),?,2%,5.9%,-18%,i,-10%,1.3,-5%,-1%
CC1(C)CC(CCN)(Cc2ccccc2Cl)CCO1 (centres undefined),-4%,0%,0.0%,-1%,i,7%,1.7,13%,3%
Cn1c(N)c(C(=O)COC(=O)c2cc(C3CC3)nc3ccccc23)c(=O)n(Cc2ccccc2)c1=O,?,3%,-0.6%,3%,i,-10%,0.4,?,0%
CC(C)(C)c1ccc(-c2nc(S(=O)(=O)c3ccccc3)c(N3CCOCC3)o2)cc1,11%,-16%,5.1%,3%,nt,-20%,nt,nt,nt
CC1CC(C)CN(S(=O)(=O)c2ccc(NC(=O)C3CC(=O)N(Cc4ccccc4)C3)cc2)C1 (centres undefined),?,-9%,-0.5%,16%,i,-7%,1.9,?,2%
